KKLEB cytotox – reduces viability of KKLEB cystic fibrosis airway cells; KKLEB CF airway cells viability, ATPlite luminescence, overnight; active compounds read low; cells stimulated with P. aeruginosa culture filtrate; activity change (cytotoxicity), % at 5 µM; 360,000 tested, 0.36% active;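 active means corrected activity change at or below -50% at 5 µM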
HIF-2a block – inhibitors of HIF-2a; 786-0 RCC cells HIF-2a reporter, luciferase luminescence, overnight; inhibition, % at 18.8 µM; 360,000 tested, 0.72% active; AID 624352;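 active means inhibition of the luminescence signal of 40% or more relative to plate controls, in a single-dose primary screen at 18.75 µM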
MITF TRPM1 inh – reduces MITF-dependent TRPM1 promoter luciferase signal; SK-MEL-5 TRPM1 promoter luciferase, 24 h; inhibition, % at 12.5 µM; 330,000 tested, 0.83% active; AID 488899;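 active means mean inhibition across replicates of 60% or more, whatever share of single replicates reaches that level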; further: values of inactives mirror those of a sister screen read the other way
TWEAK Fn14 block – inhibitors of TWEAK-Fn14 interaction signaling. 360,000 tested, 2% active. AID 1159606. TWEAK-stimulated Fn14 reporter cells, luciferase luminescence, 8 h. inhibition, % at 10 µM; in the data active means inhibition above about 50%
NR2E3 ag-1 – human photoreceptor-specific nuclear receptor agonism | Q9Y5X4 | CHO-S Gal4-NCOR/VP16-NR2E3 two-hybrid, luciferase | inhibition of corepressor binding, % at 3.98 µM | 360,000 tested, 0.35% active | AID 602229;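 active means inhibition above the mean of all tested compounds plus 3 SD, cut at about 70% in these data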;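 further: 0% = DMSO with NR2E3 transfected cells and 100% = cells lacking NR2E3 construct; higher means lower luciferase signal from less NR2E3 corepressor binding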
Target sequence (Q9Y5X4 whole entry, looked up, the tested form may be a part): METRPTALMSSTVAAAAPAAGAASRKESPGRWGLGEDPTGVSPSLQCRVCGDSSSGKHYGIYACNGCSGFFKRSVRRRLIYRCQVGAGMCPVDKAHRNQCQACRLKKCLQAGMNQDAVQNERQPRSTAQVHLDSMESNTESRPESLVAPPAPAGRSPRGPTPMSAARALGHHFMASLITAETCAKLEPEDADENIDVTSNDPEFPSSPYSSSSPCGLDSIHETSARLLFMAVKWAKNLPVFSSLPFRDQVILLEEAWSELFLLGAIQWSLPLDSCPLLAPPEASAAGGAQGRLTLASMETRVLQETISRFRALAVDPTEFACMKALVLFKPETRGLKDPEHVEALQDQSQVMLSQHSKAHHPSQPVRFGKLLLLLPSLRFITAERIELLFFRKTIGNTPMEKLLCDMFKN
C8 TRAIL sens – sensitizes caspase-8 expressing cells to TRAIL; inhibition (viability loss, TRAIL sensitization), % at 10 µM; AID 624354; 360,000 tested, 1% active; NB7+C8 cells + TRAIL, ATPlite viability luminescence;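 active means compounds causing at least 50% loss of cell viability in the single-dose screen, relative to plate controls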
NR2E3 ag-2 – activates human photoreceptor nuclear receptor NR2E3; GST-NR2E3/biotin-RetCOR TR-FRET, 1536-well; inhibition of corepressor binding, % at 4.78 µM; 320,000 tested, 0.12% active; AID 2300;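 active means percent inhibition above the cutoff of mean plus 3 SD of all tested compounds, set per screening campaign, cut at about 20% in these data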;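 further: 0% = DMSO wells and 100% = biotin wells as full block of FRET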
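System: GST-tagged NR2E3 plus biotinylated RetCOR corepressor; Buffer or medium: pH 7.5 Tris-based buffer; Probe or stimulus: RetCOR corepressor, biotinylated, 7 nM; Doses: compound at 4.8 µM, single dose; Schedule: 5 h incubation at 4 °C; Technique: time-resolved FRET; Evaluation: percent inhibition of TR-FRET ratio; Replication: one well per compound, singlicate testing.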
Shn3 3UTR inh – Schnurri-3 reporter inhibition in Clone20 osteoblasts. Clone20 osteoblast Shn3 3'UTR firefly luciferase, 24 h. inhibition, % at 12.5 µM. 360,000 tested, 0.52% active. AID 588674;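 active means mean inhibition of at least 75% with every replicate also reaching 75%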;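 further: 0% = median of neutral control wells and 100% = pilot-screen positive control compound; some compounds past the cut are filed as inactive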
CF NFkB block – cystic fibrosis NF-kB activation inhibition | KKLEB NF-kB-GFP reporter, PAF-induced, GFP fluorescence overnight | inhibition, % at 5 µM | 360,000 tested, 0.86% active;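 active means at least 50% inhibition at 5 µM, scaled per plate between neutral and stimulator controls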;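 further: PAF is a Pseudomonas aeruginosa culture filtrate used as stimulus; plate controls were PAF-stimulated DMSO wells for no effect and unstimulated DMSO wells for full effect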
Peg3 promoter – inhibitors of Peg3 promoter | HeLa PEG-Prom luciferase reporter, luminescence, overnight | inhibition, % at 20 µM | 360,000 tested, 1.7% active | AID 588405;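 active means inhibition of at least 50% at 20 µM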
TROY signal inh – TROY signaling inhibition; Q293 LMP1-TROYcd NF-kB luciferase reporter, 4 h; inhibition, % at 10 µM; 360,000 tested, 0.98% active; AID 1347056;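 active means compounds whose plate-normalised and pattern-corrected inhibition of the luciferase reporter signal at the single screening dose is 50% or more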
Active calls of the source: *; · = not tested or not shown. Not all compounds are listed; count on the stated rates, not on these rows.

SMILES	KKLEB cytotox	HIF-2a block	MITF TRPM1 inh	TWEAK Fn14 block	NR2E3 ag-1	C8 TRAIL sens	NR2E3 ag-2	Shn3 3UTR inh	CF NFkB block	Peg3 promoter	TROY signal inh
CCOc1ccc(-c2ccc(C3=CC(=O)C[C@H](c4ccc(F)cc4)C3)cc2)cc1	-15	4	·	-7	-8	6	·	-25	0	13	2
c1ccc2nc3c(cc2c1)CCCCC3	13	0	-30	-27	-26	-18	0	-13	6	-13	3
CCN(CC)Cc1c(CC(C)C)oc(C)c1C(=O)O	8	20	-3	17	18	4	2	-8	3	21	-14
O=[N+]([O-])c1ccc(S(=O)(=O)Nc2nc(-c3ccccc3)cs2)cc1	4	9	4	3	24	4	3	-6	-4	24	36
COc1cc(Nc2ccn3nc(-c4ccccc4Cl)cc3n2)cc(OC)c1OC	-7	-365	·	61*	-35	16	·	-6	0	-82	-7
CC(C)C(NC(=O)c1ccccc1)C(=O)OCC(=O)N1CCCCC1 (stereo not drawn)	11	17	-3	7	-34	11	4	6	-4	-3	-2
COc1ccc(OC2CCN(S(=O)(=O)c3ccc(F)cc3)CC2)cc1	4	25	-6	-16	-3	-8	4	3	10	18	2
COc1ccc(C(=O)NCCS(=O)(=O)NCc2ccco2)cc1	10	11	-2	15	18	8	3	-15	12	-5	15
O=C(O)c1ccccc1NC(=S)NC(=O)c1cccc2ccccc12	2	17	2	6	-5	4	5	-15	15	18	12
O=C(NN=Cc1cc(Cl)ccc1[N+](=O)[O-])c1cccc2ccccc12	9	-9	2	-16	-9	3	·	-5	6	35	-6
COC(=O)c1c(F)c(F)c(N2CCOCC2)c(F)c1F	-13	1	-13	10	-2	2	-1	-9	2	-1	-16
Cc1cccc(-n2nc3c(c2NC(=O)c2c(F)cccc2F)CS(=O)(=O)C3)c1C	-4	10	-7	23	-10	2	1	-16	-3	5	10
CC(NC(=O)c1cc(S(=O)(=O)N2CCCC2)ccc1Cl)c1ccccn1 (stereo not drawn)	4	12	-1	22	-8	-4	0	-28	25	-3	12
CNCCC(=O)N1c2ccccc2CCc2ccc(NC(=O)OC)cc21	4	15	-13	7	6	1	0	-7	5	-7	-11
CC(C)(C)OC(=O)NOCC(=O)N(Cc1ccccc1)CC(O)COc1ccccc1 (stereo not drawn)	-10	8	-10	-17	4	-6	0	-3	-19	0	-2
CCc1ccc(-c2nc(SCC(=O)c3c(N)n(C)c(=O)n(C)c3=O)n[nH]2)cc1	-12	-1	4	-35	0	18	·	-3	15	-8	-20
C=CCc1ccc(OC)c(OC)c1	10	8	-1	-5	10	-18	-1	-18	6	4	-6
CC(C)C[C@H]1CNC(=S)N1CC1CCN(CC2CCCC2)CC1	4	2	-6	-3	7	2	·	-4	2	1	-3
Cc1ccc(NC(=O)CN(C)C(=O)c2cccc(S(=O)(=O)NCc3ccccc3)c2)cc1	7	-3	11	-5	-14	9	3	-18	-5	3	-2
CCc1nc2ccc(C(=O)NCc3cccs3)cn2c1N(CC)Cc1cccc(Br)c1	4	7	·	10	27	18	·	0	-12	57*	13
CCCCNC(=S)N(C)/N=C/c1ccccc1C(=O)O	6	9	-2	-1	-2	7	2	7	0	10	-4
O=C(CSc1nnc(CNC(=O)c2ccccc2F)o1)NC1CCCCC1	-5	-3	-3	-4	17	2	3	-14	-4	9	-4
COC(=O)c1ccc(COc2ccc(C3C4=C(CCCC4=O)Nc4onc(C)c43)cc2)cc1 (stereo not drawn)	-4	-19	-16	21	-24	-7	0	-12	-3	-19	-51
O=C(CSc1ccc2nnc(-c3cccnc3)n2n1)NCC1CCCO1 (stereo not drawn)	7	10	7	4	-10	-1	3	-6	-1	4	-3
COC(=O)c1sccc1NC(=S)N(C)C1CCCCC1	-8	2	-22	-12	-18	-14	-2	·	24	2	7
Next compounds:
SMILES	KKLEB cytotox	HIF-2a block	MITF TRPM1 inh	TWEAK Fn14 block	NR2E3 ag-1	C8 TRAIL sens	NR2E3 ag-2	Shn3 3UTR inh	CF NFkB block	Peg3 promoter	TROY signal inh
COc1ccccc1/C=C/c1nc2ccc(OC(C)=O)cc2c(=O)o1	-2	16	10	-2	2	1	0	14	7	10	2
CC1(C)CC(=O)C2=C(C1)NC(=O)CC2c1cc2c(cc1Br)OCO2 (stereo not drawn)	7	0	11	23	4	-5	-1	0	-15	11	1
COc1cc(OC)cc(C(=O)Nc2ccccc2NC(C)=O)c1	13	13	5	-17	-8	-18	4	16	-26	2	1
Cc1cnc(NC(=O)CSc2c(Cl)cccc2Cl)s1	6	-23	1	-1	-30	36	3	-6	0	-8	-13
CC(C)(C)C1CCC(=NNC(=O)CN(c2ccccc2)S(=O)(=O)c2ccccc2[N+](=O)[O-])CC1 (stereo not drawn)	4	2	4	1	8	2	1	4	0	10	12
O=C(Cc1ccsc1)N1CCN(S(=O)(=O)c2cccc(F)c2)CC1	4	10	7	3	-5	17	2	4	-4	4	2
COC(=O)c1cc(S(=O)(=O)NCC2CCN(Cc3ccc(F)cc3)CC2)cn1C	-6	9	0	-4	-20	5	2	15	0	-4	-3
COc1ccc(OCc2nnc(SCc3ccc(C(=O)O)cc3)o2)cc1	-4	12	1	16	-14	2	-1	8	14	-1	-13
COc1ccc(NC(=O)CN(C)C(=O)C(C)Sc2ccccc2)cc1 (stereo not drawn)	-1	16	-1	-14	4	-28	-2	-27	-3	10	-16
CCN(CC(=O)NCc1ccccn1)S(=O)(=O)c1ccc(Cl)cc1	-1	9	-10	-17	-7	1	1	-49	6	0	2
O=C(O)c1ccccc1N=N/C(=N/Nc1cc(S(=O)(=O)O)ccc1O)c1ccccc1	-6	-62	11	2	30	8	-2	-37	8	-69	42
Cc1nc(-c2ccc(S(=O)(=O)Oc3ccccc3Cl)s2)cs1	-5	-196	-27	30	-24	4	-6	13	15	-24	40
Cc1cc(N/N=C/c2ccccc2F)nc(NCc2ccccc2)n1	-3	-18	-5	-14	-7	13	-4	-14	11	-2	-9
CCCCC(CC)C(=O)NCC(C)NC(=O)C(CC)CCCC (stereo not drawn)	5	12	-4	-4	2	5	-2	6	24	4	8
COc1ccccc1CNC(=O)C/C(C)=N/NC(=O)COc1ccc(C)cc1Br	-14	18	-3	-4	-3	21	1	-14	10	8	-15
CC(c1ccccc1)c1nnc(NC(=O)Nc2ccccc2F)s1 (stereo not drawn)	2	-202	-77	-22	-89	2	·	-65	11	-215	-12
OC1CCCN(CC(O)COc2ccc(-c3ccccc3)cc2)C1 (stereo not drawn)	4	-87	-45	-7	-30	5	5	-24	3	-94	-33
O=C(NCc1cccc(C(F)(F)F)c1)c1cc(-c2ccccc2)nn1CC1CC(c2cccnc2)=NO1 (stereo not drawn)	-11	12	-2	-25	32	-5	2	16	-32	0	-6
CCC1Oc2ccccc2N(CC(=O)NCCN2CCCC2)C1=O (stereo not drawn)	-4	2	0	-3	-1	-6	-2	-4	11	-10	6
CCCCOc1ccc(C2=NNC(=O)CC2)cc1	-2	-122	22	-26	-73	8	3	-36	-10	-136	-33
O=C(Oc1oc(-c2ccco2)nc1C=Nc1ccccc1)c1ccco1	7	-29	19	12	-27	5	-3	4	14	3	-4
CCC(C(=O)c1ccccc1)P(=O)(NN)c1ccccc1 (stereo not drawn)	11	7	·	18	-14	-2	-6	-2	-17	3	-15
CCOc1ccc(NC(=O)c2ccc(CC)s2)c([N+](=O)[O-])c1	-7	-219	-71	-19	-34	-5	4	-46	8	-176	-91
Cc1nc(CN2CCN(S(=O)(=O)c3c(Cl)cc(Br)cc3Cl)CC2)cs1	7	8	-4	-32	24	-4	·	2	-21	7	-23
Cn1c(=O)c2c(nc(Cc3ccc(N)cc3)n2C)n(C)c1=O	4	38	5	-5	2	-6	3	6	-34	7	20
COc1ccc(C2C(C(=O)OCC3CCCO3)=C(C)NC3=C2C(=O)CC(c2ccco2)C3)cc1O (stereo not drawn)	19	16	5	-1	5	-24	-2	-18	-4	23	7
COc1ccc(NC(=O)c2ccc(NC(=O)c3nc4nc(C)cc(C)n4n3)cc2)cc1	-10	-21	-11	-11	9	9	·	-12	31	-15	-11
CCc1ccc[n+](-c2[nH]c(=O)sc2/C=N/N=C(\N)[O-])c1	16	15	3	15	-5	-12	2	16	-6	8	0
Cc1cccc(NC(=O)Nc2ccc(S(N)(=O)=O)cc2)c1	8	-39	·	-8	-24	-4	-2	1	-7	-8	-29

By substructure, the compounds so far containing an aryl methoxy group (11)
SMILES	KKLEB cytotox	HIF-2a block	MITF TRPM1 inh	TWEAK Fn14 block	NR2E3 ag-1	C8 TRAIL sens	NR2E3 ag-2	Shn3 3UTR inh	CF NFkB block	Peg3 promoter	TROY signal inh
COc1cc(Nc2ccn3nc(-c4ccccc4Cl)cc3n2)cc(OC)c1OC	-7	-365	·	61*	-35	16	·	-6	0	-82	-7
COc1ccc(OC2CCN(S(=O)(=O)c3ccc(F)cc3)CC2)cc1	4	25	-6	-16	-3	-8	4	3	10	18	2
COc1ccc(C(=O)NCCS(=O)(=O)NCc2ccco2)cc1	10	11	-2	15	18	8	3	-15	12	-5	15
C=CCc1ccc(OC)c(OC)c1	10	8	-1	-5	10	-18	-1	-18	6	4	-6
COc1ccccc1/C=C/c1nc2ccc(OC(C)=O)cc2c(=O)o1	-2	16	10	-2	2	1	0	14	7	10	2
COc1cc(OC)cc(C(=O)Nc2ccccc2NC(C)=O)c1	13	13	5	-17	-8	-18	4	16	-26	2	1
COc1ccc(OCc2nnc(SCc3ccc(C(=O)O)cc3)o2)cc1	-4	12	1	16	-14	2	-1	8	14	-1	-13
COc1ccc(NC(=O)CN(C)C(=O)C(C)Sc2ccccc2)cc1 (stereo not drawn)	-1	16	-1	-14	4	-28	-2	-27	-3	10	-16
COc1ccccc1CNC(=O)C/C(C)=N/NC(=O)COc1ccc(C)cc1Br	-14	18	-3	-4	-3	21	1	-14	10	8	-15
COc1ccc(C2C(C(=O)OCC3CCCO3)=C(C)NC3=C2C(=O)CC(c2ccco2)C3)cc1O (stereo not drawn)	19	16	5	-1	5	-24	-2	-18	-4	23	7
COc1ccc(NC(=O)c2ccc(NC(=O)c3nc4nc(C)cc(C)n4n3)cc2)cc1	-10	-21	-11	-11	9	9	·	-12	31	-15	-11
